CCT chaperon mod – modulators of cytosolic chaperonin (CCT/TRiC) activity; AID 651819; activity change, % (concentration not given with the values), hits read low; 360,000 compounds, 0.3% hits; purified chaperonin ATPase assay, HTRF ADP detection, 30 min; in the data active = activity change below about -30%; note: % is set by controls: 0 for no effect and ±100 for the full control effect
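Enzyme 40 or 20 nM (batch-dependent) in Tris pH 7.4/KCl/MgCl2/DTT; cpd 76 uM single point; ATP 10 uM; 30 min 37 °C; Transcreener ADP HTRF detection, 30 min RT; ratio 665/615.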
TGFb inhibitor – blocks TGF-b signaling; HepG2 CAGA-GFP TGF-b/SMAD3 reporter, GFP fluorescence, 18 h; TGF-beta stimulated, 500 pg/mL final; Potency, µM (top dose mostly 46.1 µM), for inactives: top-dose activity, negative = inhibition, most hits filed as inhibitors; 410,000 compounds, 1.2% hits; AID 588855; note: potency is the fitted concentration of half-maximal effect; % is set by controls: 0 for no effect and ±100 for the full control effect; nearly all actives have a fitted effect of over 65% in size
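Smad-responsive CAGA-GFP expression was quantified in HEPG2 cells exposed to compounds and 500 pg/mL final TGF-beta for 18 h at 37 degrees C; unstimulated wells defined full inhibition.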
pAkt inh – inhibitors of Akt phosphorylation; Neuro2A IGF-stimulated pAkt S473 HTRF, 20 min; active compounds read low; activity change, % for hits at 50 µM; 360,000 compounds, 0.32% hits; AID 651550; in the data active = activity change below about -80%; inconclusive = mostly about -51% to -80%; note: % is set by controls: 0 for no effect and ±100 for the full control effect
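Single-point screen (50 µM final compound) in Neuro2A cells stimulated 20 min with 6 nM IGF at 37 deg C. After lysis, Ser473-phosphorylated Akt read by HTRF (ex 330 nm, em 615/665 nm) as the 665/615 ratio.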
A549 tox – A549 cytotoxicity, counter-screen for Nrf2 inhibitors. A549 ARE-Fluc cells, CellTiter-Fluor viability, 18-24 h. Potency, µM (highest dose often 46 µM), without a hit: top-dose activity change, negative = cytotoxicity, usual class: inhibitors. 390,000 compounds, 0.16% hits. AID 504648; note: potency is the fitted concentration of half-maximal effect; % is set by controls: 0 for no effect and ±100 for the full control effect
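Cytotoxicity counterscreen: CellTiter-Fluor fluorescence was measured in A549 ARE_Fluc cells after 18-24 h of compound exposure in a concentration series. The subsequent BugLite luminescent read reports ARE-luciferase activity.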
HepG2 viability – HepG2 cytotoxicity, counter-screen for TGF-b inhibitors | HepG2 CAGA-GFP viability, ATP luminescence, 18 h | Potency, µM (top dose mostly 46.1 µM), for inactives: at the highest dose activity change, negative = cytotoxicity, most hits filed as cytotoxic | 410,000 compounds, 0.76% hits; note: potency is the fitted concentration of half-maximal effect; some results filed as inactive show a strong effect at the top dose
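HepG2 CAGA-GFP cells (1000/well, DMEM with 1% FBS) received compound, then TGF-beta at 500 pg/mL final, and were incubated 18 hours at 37 degrees C. Viability was read by CellTiter-Glo luminescence. Media-only wells were set as complete cell-killing and DMSO as no toxicity.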
Nrf2 ARE act – activates Nrf2 signaling. AREc32 ARE-luciferase reporter (MCF7-derived line), luminescence, 24 h. Potency, µM (series often up to 46.1 µM), inactives show at the highest dose activation, hits mostly activators. 410,000 compounds, 0.31% hits. AID 624171; note: potency is the fitted concentration of half-maximal effect; % of control where 0% means no effect; nearly all actives have a fitted effect of over 65% in size
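Nrf2 activation is followed as ARE-luciferase induction in the AREc32 line after one day of compound treatment; luminescence is read with Steady-Glo.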
Abeta yeast res – restores growth of yeast expressing A-beta42 peptide; yeast expressing A-beta42, growth rescue, OD600, 48 h; response scale: 0% DMSO, 100% iron-clioquinol control; Potency, µM (doses to about 46.1 µM), without a hit: at the highest dose growth rescue, hits mostly activators; 410,000 compounds, 0.063% hits; AID 1347071; note: potency is the fitted concentration of half-maximal effect; nearly all actives have a fitted effect of over 55% in size
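Yeast A-beta toxicity model in growth medium with pinned compounds, 48 h at 30 C; growth read as absorbance at 600 nm. Normalized to FeCl3/clioquinol equimolar mix (positive) and DMSO (negative).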
Mm-Cpn inhibitor – blocks the Methanococcus maripaludis chaperonin Mm-Cpn; purified Mm-Cpn ATPase, ADP Transcreener TR-FRET; Potency, µM (highest dose often 76.9 µM), inactives show at the highest dose activity, negative = inhibition, hits mostly inhibitors; 330,000 compounds, 0.031% hits; AID 504842; note: potency is the fitted concentration of half-maximal effect; % is set by controls: 0 for no effect and ±100 for the full control effect; nearly all actives have a fitted effect of over 80% in size
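25 nM Mm-CPN + cpd, 10 min 37°C; + 10 uM ATP, 30 min 37°C; buffer 30 mM Tris pH 7.4, 100 mM KCl, 5 mM MgCl2, 1 mM DTT; Transcreener ADP HTRF detection 30 min RT.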
Nrf2 inh – inhibitors of Nrf2 signaling; A549 ARE-Fluc reporter, luciferase luminescence, 18-24 h; Potency, µM (series often up to 46 µM), without a hit: top-dose activity change, negative = inhibition, usual class: inhibitors; 360,000 compounds, 2.1% hits; AID 504444; note: potency is the fitted concentration of half-maximal effect; % is set by controls: 0 for no effect and ±100 for the full control effect; nearly all actives have a fitted effect of over 60% in size
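Cells were seeded and rested 2 h, then exposed to compounds for 18-24 h. CellTiter-Fluor was read first as a viability measure. BugLite was added 15 min before the final luminescent read of ARE-luciferase activity in A549 cells.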
* hit, by the source's call; i = inactive; u = inconclusive; x = no result given; & = joins results of further samples; [ ] = another dose, or the depositor's remark. Unless noted, calls come from the whole dose curve; as a rule, active = well fitted curve in the direction sought with a large enough effect; inconclusive = small, poorly fitted or top-dose-only effect, or another doubt; inactive = no such curve, though single readings can be large; an effect the other way counts as inactive or inconclusive. No enrichment for hits; any-hit rate near 4.3%.

SMILES	CCT chaperon mod	TGFb inhibitor	pAkt inh	A549 tox	HepG2 viability	Nrf2 ARE act	Abeta yeast res	Mm-Cpn inhibitor	Nrf2 inh
CC(C)CC(O)C1CCN(C(=O)CCc2nnc(-c3ccc4c(c3)OCO4)o2)CC1 (stereo unspecified)	-2.1	-20%	i	3%	-24%	-0.5%	-4%	2%	-7%
COc1cc(OC)cc(-c2nnc(SCC(=O)N3CCCCC3)o2)c1	-0.6	4%	i	1%	-61%	-0.7%	3%	2%	-23%
N#Cc1c(C(F)(F)F)cc(-c2cccs2)nc1SCc1ccc(Cl)nc1	-4.3	-4%	i	7%[1.84 µM]	-9%	28%	11%	-4%	-28%
COc1nc(C)ccc1-c1noc(-c2ccccn2)n1	0.9	-21%	x	12%	-20%	-0.5%	-25%	1%	x
CC1Cc2ccccc2N1c1ncnc2nc[nH]c12 (stereo unspecified)	0.0	u	i	-17%	-52%	-3.6%	-54%[inhibitor]	-4%	-28%
CCOC(=O)C1CCN(c2ncnc3c2cnn3-c2ccc(Cl)cc2)CC1	1.3	-2%	i	0%	-4%	-1.7%	8%	-4%	2.9µM*
CCn1ncc(Br)c1C(=O)Nc1c(C)nn(Cc2c(F)c(F)c(F)c(F)c2F)c1C	0.4	11%	i	-2%	-6%	-0.6%	-7%	-1%	u
CCOC(=O)C1CCN(c2c(C(=O)c3ccc(OCC)cc3)cnc3ccc(OC)cc23)CC1	x	8.9µM*	x	-5%	-32%	-1.2%	3%	x	-9%
CC(C(=O)OCC(=O)NC1CCCCC1)N1C(=O)c2ccccc2C1=O (stereo unspecified)	-0.2	-17%	i	-5%	-34%	-0.2%	-3%	-3%	0%
O=C1OC(c2ccc(F)cc2)CC1CN1CCOCC1 (stereo unspecified)	-1.1	38%	i	x	3%	u	-23%	x	x
CCC(=O)N1CCCN(S(=O)(=O)c2ccc(C)cc2)C1c1ccc(OC)cc1 (stereo unspecified)	3.0	-15%	i	1%	4%	-0.1%	4%	3%	-7%
COc1cccc(NC(=O)Cn2c(=O)n(CCC(=O)NC3CCN(Cc4ccccc4)CC3)c(=O)c3ccccc32)c1	-1.8	-5%	i	-5%	-24%	2.4%	0%	0%	1%
Cc1cccc(-n2c(SCC(=O)Nc3ccccc3C)nc3c(oc4ccccc43)c2=O)c1	x	0%	x	-14%	-19%	-0.2%	-5%	x	-13%
C#Cc1ccc([C@@H]2C=C(C(=O)OCC=C)O[C@H](OCc3ccc(CO)cc3)C2)cc1	-4.1	-16%	i	6%	-15%	4.1%	-11%	x	-7%
CC1CC(C)(C)NC(=S)N1CCCC(=O)Nc1ccccc1F (stereo unspecified)	-2.3	0%	i	-2%	-5%	0.1%	-5%	-6%	5%
Cc1ccc2[nH]c3c(=O)n(CC(=O)Nc4ccccc4N4CCN(C)CC4)ncc3c2c1	-0.7	-14%	i	-13%	-36%	0.4%	2%	-1%	0%
CC1CCC2(CC1)NC(=O)N(Cc1cc(=O)n3ccsc3n1)C2=O (stereo unspecified)	1.6	20%	i	-7%	16%	-0.2%	-3%	0%	-4%
CC(C)NS(=O)(=O)c1ccc(CCC(=O)NCc2cccnc2)cc1	-1.6	1%	i	-1%	-2%	0.0%	13%	0%	u
COc1ccc2[nH]c(=O)c(COC(=O)c3cccs3)cc2c1	-26	5%	i	-4%	11%	5.6%	12%	u	1%
Cc1cc(=O)n2nc(N3CCC(C(=O)NCc4ccccc4Cl)CC3)sc2n1	1.5	-4%&-18%	i	-2%&7%	-5%&-15%	-0.5%&0.0%	1%&-12%	-1%	-18%&3%
CCOC(=O)c1[nH]c(C)c(C(=O)Nc2ccc(F)cc2)c1C	-0.7	1%	i	-10%	0%	-0.9%	-9%	1%	-13%
COc1cccc(NC(=O)NC2CCN(Cc3nnnn3Cc3ccc4c(c3)OCO4)CC2)c1	-0.1	u	i	-1%	14%	0.4%	5%	2%	-1%
COc1ccc(CC(=O)Nc2nc3ccccc3s2)cc1S(=O)(=O)N1CCOCC1	2.1	5%	i	-3%	-22%	0.7%	12%	1%	u
CCc1ccc(C(=O)c2cn(CC(=O)Nc3ccc(F)cc3)c3cc4c(cc3c2=O)OCO4)cc1	x	-11%	x	-13%	1%	-0.4%	-17%	x	u
CCCc1cc(=O)n2[nH]c(-c3ccc(C)cc3)nc2n1	x	-10%	x	4%	-4%	1.1%	-11%	x	8%
Cc1onc(-c2ccccc2)c1C(=O)NNC(=S)NC(=O)c1ccc(Br)cc1	-2.2	0%	i	-25%	-34%	0.0%	29%	1%	u
CCCC(=O)Nc1c(-c2cccc(C)c2)c(=O)c2ccccc2n1C	1.7	3%	i	-5%	1%	0.0%	0%	-1%	-19%
CC1(C)C2CCC1(CS(=O)(=O)N1CCCC1C(=O)O)C(=O)C2 (stereo unspecified)	-1.3	-1%	i	7%	5%	-0.1%	2%	1%	-4%
COc1ccccc1N=c1sc2ccccc2n1C	-1.4	-8%	i	-6%	-16%	0.7%	0%	3%	4%
N#Cc1ccc(-c2cn3c(n2)SCC3)cc1	0.0	9%	i	0%	-11%	5.9%	8%	-5%	-19%
CC(=O)NCCNC(=O)c1ccc(Sc2ccccc2)c([N+](=O)[O-])c1	-33*	1%	i	5%	0%	-0.2%	-2%	4%	5%
COc1ccc(NS(=O)(=O)c2ccc(C)cc2)c([N+](=O)[O-])c1	-4.1	u	i	5%	-8%	-0.3%	-7%	0%	-11%
CCC(=O)Nc1ccccc1C(=O)OCC(=O)c1cccc2ccccc12	-3.9	-14%	-118%*	-12%	-15%	2.1%	-12%	-4%	-23%
C=CCn1c(=N)n(CC(=O)c2ccc(Br)cc2)c2ccccc21	-1.9	u	i	u	-39%	10%	4%	-6%	u
CC1(C(=O)NCc2ccccc2Br)CCN1Cc1ccc(-c2ccccn2)cc1 (stereo unspecified)	1.9	u	i	x	-20%	-0.6%	2%	x	x
Cc1ccsc1/C=C/C(=O)O	-6.9	-2%	i	-2%	25%	-0.6%	2%	2%	2%
CCOC(=O)[C@]12CCC=C1N(Cc1ccccc1)C(=O)[C@H](CC(=O)N1CCN(C(=O)c3ccco3)CC1)C2	-1.9	x	i	x	x	-0.4%	-7%	x	x
C=CCn1c(Sc2nc(C)cs2)nc2c1c(=O)[nH]c(=O)n2C	1.4	5%	i	-2%	1%	-0.8%	9%	1%	-20%
COc1ccc(N(CC(=O)Nc2ccc(C)cn2)S(=O)(=O)c2c(C)nn(C)c2C)cc1	-1.9	-6%	i	4%	6%	5.1%	-2%	2%	16%
COc1ccc(C(=O)/C=C(\C)NCc2ccc3c(c2)OCO3)cc1	-0.5	15%	i	-2%	-15%	3.0%	-8%	-1%	-9%

8 successive entries from above, for reference:
SMILES	CCT chaperon mod	TGFb inhibitor	pAkt inh	A549 tox	HepG2 viability	Nrf2 ARE act	Abeta yeast res	Mm-Cpn inhibitor	Nrf2 inh
CC(C)CC(O)C1CCN(C(=O)CCc2nnc(-c3ccc4c(c3)OCO4)o2)CC1 (stereo unspecified)	-2.1	-20%	i	3%	-24%	-0.5%	-4%	2%	-7%
COc1cc(OC)cc(-c2nnc(SCC(=O)N3CCCCC3)o2)c1	-0.6	4%	i	1%	-61%	-0.7%	3%	2%	-23%
N#Cc1c(C(F)(F)F)cc(-c2cccs2)nc1SCc1ccc(Cl)nc1	-4.3	-4%	i	7%[1.84 µM]	-9%	28%	11%	-4%	-28%
COc1nc(C)ccc1-c1noc(-c2ccccn2)n1	0.9	-21%	x	12%	-20%	-0.5%	-25%	1%	x
CC1Cc2ccccc2N1c1ncnc2nc[nH]c12 (stereo unspecified)	0.0	u	i	-17%	-52%	-3.6%	-54%[inhibitor]	-4%	-28%
CCOC(=O)C1CCN(c2ncnc3c2cnn3-c2ccc(Cl)cc2)CC1	1.3	-2%	i	0%	-4%	-1.7%	8%	-4%	2.9µM*
CCn1ncc(Br)c1C(=O)Nc1c(C)nn(Cc2c(F)c(F)c(F)c(F)c2F)c1C	0.4	11%	i	-2%	-6%	-0.6%	-7%	-1%	u
CCOC(=O)C1CCN(c2c(C(=O)c3ccc(OCC)cc3)cnc3ccc(OC)cc23)CC1	x	8.9µM*	x	-5%	-32%	-1.2%	3%	x	-9%

Next entries follow:
SMILES	CCT chaperon mod	TGFb inhibitor	pAkt inh	A549 tox	HepG2 viability	Nrf2 ARE act	Abeta yeast res	Mm-Cpn inhibitor	Nrf2 inh
COc1ccccc1N1CCN(C(=O)CCCCn2c(=O)[nH]c3ccsc3c2=O)CC1	-1.3	-7%	i	4%	-1%	-0.1%	0%	3%	-16%
COc1ccc(C)cc1S(=O)(=O)N1CCN(C)CC1c1ccccc1 (stereo unspecified)	-5.6	-1%	i	6%	-11%	-0.2%	-8%	0%	6%
CCc1cccc(NS(=O)(=O)c2csc(C(N)=O)c2)c1	-3.9	-21%	i	-2%	-26%	-0.7%	-5%	-1%	u
O=C(C[n+]1cccc(C(=O)Nc2ccccc2)c1)c1ccccc1	0.7	x	i	x	x	1.8%	-11%	x	x
CCNC(=O)c1ccccc1SCC(=O)Nc1ccc(F)cc1	-2.6	13%	i	4%	9%	0.4%	-27%	3%	-9%
OCC1(Cc2ccc(F)cc2)CCCN(CCc2ccccc2)C1 (stereo unspecified)	-6.4	5%	i	0%	-30%	-0.3%	1%	1%	-1%
O=C(c1[nH]ncc1[N+](=O)[O-])N1CCOCC1	-1.8	-1%	i	7%	-2%	-0.1%	11%	0%	-1%

Screening data from PubChem BioAssay.
